# Screening results (PubChem BioAssay)
# Gli-Sufu antag – Gli-Sufu pathway antagonists, primary screen, luciferase luminescence, Sufu-KO-LIGHT cells, uHTS | inhibition, % at 5 µM | Sufu-KO-LIGHT fibroblasts, Gli luciferase reporter luminescence | 0.74% of 340,000 active;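 active means inhibition above about 55%, limit read from the data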;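 further: 0% = DMSO-treated cells and 100% = wells with medium but no cells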
# UBC13 polyUb – UBC13 polyubiquitin chain formation inhibitors, primary screen, biochemical, TR-FRET, uHTS; inhibition, % at 20 µM; 0.47% of 330,000 active; in the data active means inhibition above about 45%, passing the limit was not always enough; inconclusive means no clear call, values can overlap the other calls
# SENP7 block – SENP7 protease inhibitors, primary screen, biochemical, luminescence, uHTS; 1.5% of 330,000 active; recombinant SENP7, Z-RLRGG-aminoluciferin luminescence, 40 min; inhibition, % at 5 µM;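 active means inhibition above about 50% at the single test dose, limit read from the data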;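 further: plate controls were DMSO with enzyme for no effect and no enzyme buffer wells for full effect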
# Jurkat NFkB inh – inhibitors of induced NF-kB luciferase reporter, primary screen, TCR NF-kB activation inhibitor project, cell-based, luminescence, uHTS. inhibition, % at 4 µM. Jurkat, PMA/ionomycin-induced NF-kB luciferase reporter. 0.53% of 330,000 active. AID 435003, 2010
# SENP8 inh – SENP8 protease inhibitors, primary screen, biochemical, luminescence. Sentrin-specific protease 8 (Homo sapiens), Q96LD8. purified SENP8, Z-RLRGG-aminoluciferin cleavage. inhibition, % at 10 µM. 1.2% of 330,000 active
# Apaf-1 inh – inhibitors of human Apaf-1 apoptosome, primary screen, biochemical, DEVD-Rh110 fluorescence, uHTS; 0.71% of 330,000 active; Apoptotic protease-activating factor 1 (Homo sapiens), O14727; reconstituted apoptosome caspase-3 activity; inhibition, % at 20 µM; active means inhibition of at least 40% at 20 µM;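 further: plate controls were DMSO wells for no effect and DEVD-CHO caspase inhibitor wells for full effect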
#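 detection = Rh110 fluorescence intensity | test system = biochemical Apaf-1 apoptosome reconstitution | also added = cytochrome c and DEVD-Rh110 substrate | schedule = 30 min plus 50 min, RT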
# 697 NFkB inh – inhibitors of PMA/ionomycin-induced NF-kB reporter, 697 cells, primary screen, B-cell NF-kB inhibitor project, cell-based, luminescence, uHTS; 697 B-cell NF-kB luciferase reporter, 16 h; inhibition, % at 4 µM; 0.33% of 330,000 active; AID 435022, 2010; in the data active means inhibition above about 35%
# HKDC1 inh – HKDC1 hexokinase inhibitors, primary screen, biochemical, fluorescence, uHTS | Q2TB90 | recombinant HKDC1, G6PDH/diaphorase resazurin coupled fluorescence | inhibition, % at 20 µM | 0.16% of 340,000 active | AID 493160, 2011;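 active means inhibition above about 35% when tested at 20 µM, limit read from the data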;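 further: plate controls were DMSO wells with enzyme for no effect and DMSO wells lacking enzyme for full effect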
#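 Incubation: 90 min at room temperature in dark / Material: recombinant HKDC1 (HK5) hexokinase enzyme, produced in-house / Quantity: enzyme 5 µg/mL final / Compound: one dose of 20 µM, 1% DMSO / Reagent: glucose and ATP substrates / Buffer or medium: Tris pH 8.0 buffer with MgCl2, Tween-20, BSA, BME / Technique: resorufin fluorescence at 613 nm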
# * marks the source's active call; other numbers are inactive results; u = inconclusive; x = not tested or not shown. Unless noted, no stated cut-off is given here; in the data, active means inhibition above about 50%; inactive means the rest. No enrichment for hits, and some 3.6% of all compounds hit somewhere here.
SMILES,Gli-Sufu antag,UBC13 polyUb,SENP7 block,Jurkat NFkB inh,SENP8 inh,Apaf-1 inh,697 NFkB inh,HKDC1 inh
COc1ccc2cc([C@@H](C)C(=O)O)ccc2c1,53,-14,-9,-14,-6,16,-12,-2
O=C1c2c(O)cc(O)cc2O[C@H](c2ccc(O)c(O)c2)[C@H]1O,-2,14,-2,-4,10,-15,11,-8
CCS(=O)(=O)N1CCC(c2nc(-c3ccc(C(F)(F)F)cc3)no2)CC1,-1,7,1,7,-7,0,-8,2
COc1ccc(CCNC(=O)CCN2C(=O)COc3ccc(C)cc32)cc1OC,-17,6,11,-2,1,-10,21,3
COc1cc2c(cc1OC)C(NNC(=O)c1ccc(Br)o1)=NC(C)(C)C2,11,-4,4,0,1,-15,-13,1
O=C(CSc1nc(C2CC2)nc2ccccc12)NCc1ccc2c(c1)OCO2,x,4,1,-5,-4,-7,14,x
CN1CCC(=NNC(=O)C(=O)NCc2ccccc2)CC1,0,7,0,6,-7,-24,10,-10
CCCNC(=O)c1ccc(-c2nn(C)c(=O)c3ccccc23)cc1,3,-4,1,-18,-5,6,14,-6
O=C(Cn1c2ccc(F)cc2c2nc3n(c(=O)c21)CCS3)N1CCCC1,-2,7,-1,0,4,9,2,4
CCC(=O)Oc1ccc(C(=O)Nc2ccc3c(c2)OCO3)cc1,-93,4,73*,-31,34,-3,-106,-9
CC(=O)c1ccc(NC(=O)C2CCCC2)cc1,x,0,5,-16,11,-5,1,1
Cc1cccc(C(=O)OC2CCN(C)CC2)c1,6,1,4,-25,-5,2,-28,-7
Cc1ccccc1C(=O)Oc1cc(N)n(S(C)(=O)=O)n1,-5,4,-13,-4,-9,-7,19,-5
Cc1cccc(NC(=S)NCC(c2ccccc2)N(C)C)c1 (configuration not stated),10,-2,-6,-2,-13,4,3,-8
CCCn1c(=O)c(C(=O)NNS(=O)(=O)c2ccc(Cl)cc2)c(O)c2ccccc21,1,0,1,-3,-2,16,27,-2
CC(C)=N/N=C(/c1ccc([N+](=O)[O-])cc1)C12CN3CN(CN(C3)C1)C2,2,-5,-2,-25,4,-10,-12,15
CCc1nnc(SCC(=O)Nc2ccc(F)cc2)o1,-12,10,-1,10,2,-2,-4,4
Cc1ccccc1C1c2[nH]c3ccccc3c2CCN1C(=O)c1ccc(=O)n(C)n1 (configuration not stated),24,2,1,2,0,5,5,2
COc1ccccc1C1(CCNC(C)c2cccs2)CCOC(C(C)C)C1 (configuration not stated),-2,31,-5,4,-9,-6,-10,4
COc1ccc(-n2cc(-c3ccccc3)[nH]c2=S)cc1,-32,6,37,-34,13,9,-44,-1
CCOc1ccccc1C(=O)NCC(=O)N1CCC(C)CC1,-5,-1,-12,-19,-11,1,-2,-3
C=CCN=C1CC(C)(C)CC(=O)/C1=C(/O)CCC(=O)OC,5,-3,3,-13,4,8,5,3
Cc1cnc(NC(=O)CSc2nnc(Cc3ccccc3)n2C)s1,2,16,-5,7,-6,-13,15,-13
Cc1ccnc(NC(=O)c2cc(-c3ccc(Cl)s3)nc3ccccc23)c1,15,u,4,-7,15,14,-12,3

# Gathered by group, those above containing sulfur (11)
SMILES,Gli-Sufu antag,UBC13 polyUb,SENP7 block,Jurkat NFkB inh,SENP8 inh,Apaf-1 inh,697 NFkB inh,HKDC1 inh
CCS(=O)(=O)N1CCC(c2nc(-c3ccc(C(F)(F)F)cc3)no2)CC1,-1,7,1,7,-7,0,-8,2
O=C(CSc1nc(C2CC2)nc2ccccc12)NCc1ccc2c(c1)OCO2,x,4,1,-5,-4,-7,14,x
O=C(Cn1c2ccc(F)cc2c2nc3n(c(=O)c21)CCS3)N1CCCC1,-2,7,-1,0,4,9,2,4
Cc1ccccc1C(=O)Oc1cc(N)n(S(C)(=O)=O)n1,-5,4,-13,-4,-9,-7,19,-5
Cc1cccc(NC(=S)NCC(c2ccccc2)N(C)C)c1 (configuration not stated),10,-2,-6,-2,-13,4,3,-8
CCCn1c(=O)c(C(=O)NNS(=O)(=O)c2ccc(Cl)cc2)c(O)c2ccccc21,1,0,1,-3,-2,16,27,-2
CCc1nnc(SCC(=O)Nc2ccc(F)cc2)o1,-12,10,-1,10,2,-2,-4,4
COc1ccccc1C1(CCNC(C)c2cccs2)CCOC(C(C)C)C1 (configuration not stated),-2,31,-5,4,-9,-6,-10,4
COc1ccc(-n2cc(-c3ccccc3)[nH]c2=S)cc1,-32,6,37,-34,13,9,-44,-1
Cc1cnc(NC(=O)CSc2nnc(Cc3ccccc3)n2C)s1,2,16,-5,7,-6,-13,15,-13
Cc1ccnc(NC(=O)c2cc(-c3ccc(Cl)s3)nc3ccccc23)c1,15,u,4,-7,15,14,-12,3

# One compound at a time (already shown). Order of screens: Gli-Sufu antag	UBC13 polyUb	SENP7 block	Jurkat NFkB inh	SENP8 inh	Apaf-1 inh	697 NFkB inh	HKDC1 inh
# Results for CCOc1ccccc1C(=O)NCC(=O)N1CCC(C)CC1 = -5	-1	-12	-19	-11	1	-2	-3
# Results for COc1ccccc1C1(CCNC(C)c2cccs2)CCOC(C(C)C)C1 (configuration not stated) = -2	31	-5	4	-9	-6	-10	4

# (more compounds)
SMILES,Gli-Sufu antag,UBC13 polyUb,SENP7 block,Jurkat NFkB inh,SENP8 inh,Apaf-1 inh,697 NFkB inh,HKDC1 inh
COc1cc(C2OC(=O)C3C(c4ccc(OC(C)=O)c(OC)c4)OC(=O)C23)ccc1OC(C)=O (configuration not stated),3,4,3,10,3,-14,5,0
Cc1ccc(C)c(NC(=O)CN(C)C(=O)c2ccc3ncsc3c2)c1,-12,5,16,7,-14,-4,-14,-6
COc1ccc(N2CCN(C(=O)C3CCCN3S(=O)(=O)c3cccc4nsnc34)CC2)cc1 (configuration not stated),0,-19,2,10,8,-8,7,-1
O=C(NCC1(N2CCCCC2)CCCCC1)C1CC(=O)N(c2ccc3c(c2)OCCO3)C1 (configuration not stated),12,12,4,-9,1,-8,2,-2
CC(=O)NC(c1cc(Cl)c2cccnc2c1O)C1CC1 (configuration not stated),34,-12,-5,25,1,0,-4,4
CC1CCN(c2ccc(C(=O)O)cc2NS(=O)(=O)c2ccc(Br)cc2)CC1,5,-9,-1,-5,-14,15,6,-3
O=C(C1CCC1)N1CCc2cc(S(=O)(=O)N3CCCCC3)ccc21,1,-5,1,-3,-12,11,-21,-2
c1ccc(-c2csc3ncn4nnnc4c23)cc1,1,1,-3,-17,7,6,4,-2
O=C(NC(=S)NCCO)c1cn(-c2ccccc2)nc1-c1ccccc1,-9,-9,1,11,-9,14,-18,-10
COC(=O)c1cc(NC(=O)c2ccc(F)cc2)cc(C(=O)OC)c1,5,4,2,-11,-1,-5,23,-7
COCCNC(=O)c1cccc(OC2CCN(Cc3ccc(OC(F)F)cc3)CC2)c1,29,8,1,21,3,2,-12,-6
Cc1cc(C)c(NC(=O)c2ccc(S(=O)(=O)N3CCOCC3)cc2)c(C)c1,7,-11,-7,-6,-12,10,-8,3
CC1CC(C)CN(C(=O)CNS(=O)(=O)c2ccc(Br)s2)C1 (configuration not stated),1,-3,4,5,6,-9,9,-13
Cc1cccc(OCC(=O)Nc2cc(C)c(C)cc2O)c1,1,4,1,7,-2,-13,-9,-13
CN(C)CCOC1c2ccccc2-c2ccccc21,2,11,3,6,5,-8,0,-6
CC(=O)c1cccc(Oc2cc(NN3CCCCC3)c([N+](=O)[O-])cc2[N+](=O)[O-])c1,11,-3,-3,11,7,18,-8,4
COc1cc2oc3ccccc3c(=O)c2cc1OC,-32,26,2,-22,11,-9,4,7
COC(=O)c1ccc(OCC(=O)Nc2nn(-c3ccccc3)nc2C(N)=O)cc1,x,31,9,-23,0,2,-1,-11
O=C(O)c1cccc(NC2=C(N3CCOCC3)C(=O)c3ccccc3C2=O)c1,11,-22,42,-13,57*,84*,-12,4
Cc1ccc(S(=O)(=O)N(C)C)cc1NC(=O)COC(=O)c1ccc2c(c1)OCO2,-7,-2,-12,2,-10,0,-2,-9
COc1cccc(NC(=O)CSc2nnc(-c3ccoc3C)n2C)c1,-5,2,-4,15,8,2,8,-3
CCOc1ccccc1C(=O)N/N=C/c1cccc2cccnc12,13,-26,16,-5,-4,-7,6,-6
O=C(NN=C1CCCC1)c1ccc(Br)cc1,-2,5,4,2,1,4,-2,-7
CCOc1cc(N2CCOCC2)c(OCC)cc1NC(=O)c1ccc(F)c(S(=O)(=O)N2CCOCC2)c1,3,-7,-3,15,-3,3,6,0
COc1ccc(OC)c(/C(O)=C/C(=O)C(=O)Nc2cc(C)ccc2OC)c1,0,-17,-3,2,-11,8,-2,4
Cc1c(NC(=O)CSc2ncnc3ccccc23)c(=O)n(-c2ccccc2)n1C,6,-1,-6,-3,4,3,7,-2
Cc1ccc(S(=O)(=O)N(Cc2cc3ccc(C)cc3[nH]c2=O)c2ccccc2)cc1,-9,5,6,-109,-11,18,-113,-4
CC(=O)c1ccc(N2Cc3ccccc3C2=NC(=O)c2cccs2)cc1,-30,21,9,-76,7,-1,-73,-3
CCOc1ccc(NC(=O)NC2CCS(=O)(=O)C2)cc1 (configuration not stated),24,-1,-9,-7,-11,9,-3,-2
